Bioassay records deposited in PubChem by Southern Research Specialized Biocontainment Screening Center.
Salmonella PhoP GFP: PhoP regulon inhibitors, Salmonella typhi PhoP promoter GFP reporter, confirmatory (AID 1850) | inhibition, % at 50 µM; hits with a dose series show IC50 in µM | Salmonella Typhi PhoP-promoter GFP reporter, fluorescence, 4 h; higher % means a stronger effect | 310,000 compounds, 0.33% hits; in the data active = a potency from the dose series; inconclusive = inhibition mostly from about 25% at the one dose, without a potency; inactive = the rest, 99 in 100 with inhibition below about 19%;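 also: 0% = induced wells with vehicle and 100% = uninduced wells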
VEEV TC-83 Vero: inhibitors of VEEV TC-83 cytopathic effect, confirmation, Vero cells (AID 588727); Vero cells, VEEV TC-83 cytopathic effect inhibition; higher % means a stronger effect; one-dose inhibition, % at 20 µM; IC50 in µM for titrated hits; 350,000 compounds, 0.13% hits; in the data active = a potency from the dose series; inconclusive = inhibition mostly from about 14% at the one dose, without a potency; inactive = the rest, 99 in 100 with inhibition below about 12%; also: strong numbers were not always called active
tuberculosis growth: growth inhibition of non-replicating M. tuberculosis (AID 488890) | Mycobacterium tuberculosis non-replicating, growth inhibition; higher % means a stronger effect | 320,000 compounds, 0.39% hits | inhibition, % at 25 µM; hits with a dose series show IC50 in µM; in the data active = a potency from the dose series; inconclusive = inhibition mostly from about 82% at the one dose, without a potency; inactive = the rest, 99 in 100 with inhibition below about 76%;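 also: plate controls were DMSO cells for no effect and high antibiotic wells for full effect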
H37Rv inhibition: M. tuberculosis growth inhibition, HTS (AID 449762). M. tuberculosis H37Rv growth inhibition, 7H9 media; higher % means a stronger effect. inhibition, % at 25 µM, or IC50 in µM where a hit was titrated. 330,000 compounds, 0.59% hits; in the data active = a potency from the dose series; inconclusive = inhibition above about 70% without an active follow-up result;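 also: bacterial growth assessed after seven days of incubation; strong numbers were not always called active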
influenza NS1A: H1N1 influenza NS1A inhibitors, functional cell based assay (AID 504329). NS1A functional cell-based assay, percent inhibition; higher % means a stronger effect. inhibition, % at 12.5 µM; hits with a dose series show IC50 in µM. 340,000 compounds, 0.3% hits; in the data active = a potency from the dose series; inconclusive = inhibition above about 27% without an active follow-up result; also: strong numbers were not always called active
VEEV TC-83 Vero 10K pilot screen: also measured in VEEV TC-83 Vero; calls as there; inhibition, %; measured here: 10K pilot screen inhibition
* marks the source's active call; other numbers are inactive results; i = inactive; ? = inconclusive; . = not tested or not shown.

SMILES	Salmonella PhoP GFP	VEEV TC-83 Vero	tuberculosis growth	H37Rv inhibition	influenza NS1A	others
O=C(Nc1ccc(-c2nc3cc(NC(=O)c4cccs4)ccc3o2)cc1)c1cccs1	5%	i	-4%	5%	4%
CCC(C)[C@H]1COCCS(=O)(=O)N1Cc1ccc(C)cc1 (stereo partly drawn)	-4%	0.1%	19%	-10%	0%
Cc1cc(OCC(=O)N2CCC(C(N)=O)CC2)c2c(C)c(C)c(=O)oc2c1	-10%	0.3%	-12%	-22%	3%
COC(=O)c1cc(COc2ccc3c4c(c(=O)oc3c2)CCC4)c(C)o1	3%	.	-12%	-3%	.
Cc1cc(C)c2cc(C#N)c(NCCOC(=O)c3ccccc3C)nc2c1	7%	0.8%	-14%	-4%	-8%
O=C(NCc1cccnc1)C(=O)NCC1OCCCN1S(=O)(=O)c1ccccc1 (stereo not drawn)	-6%	1.6%	1%	0%	-3%
C/C(=N\Nc1nc(-c2ccccc2)cs1)c1cccs1	4%	i	53%	4%	21%	VEEV TC-83 Vero 10K pilot screen=4.0
CC(=O)C1(C)OC(N)=C(C#N)C(c2ccccc2)C1(C#N)C#N (stereo not drawn)	-1%	0.1%	8%	-10%	-5%
O=C(O)CN=CC1=C(O)CC(c2ccccc2)CC1=O (stereo not drawn)	-1%	i	-5%	5%	24%
Cc1ccc2nc(-c3ccc(O)c(O)c3)cn2c1	-4%	5.2%	-11%	2%	3%
Cn1c(=O)c2c(ncn2Cc2cccc(Cl)c2)n(C)c1=O	-1%	0.5%	6%	-3%	-2%
CCN(Cc1cnn(C)c1)Cc1nc(C(c2ccccc2)c2ccccc2)no1	-1%	1.1%	4%	3%	-1%
CCOC(=O)N/N=C\c1ccc(OC(=O)c2ccco2)cc1	-10%	1.0%	?	?	6%
OCCC1CN(Cc2cccc3nccnc23)CCN1Cc1ccc(F)c(F)c1 (stereo not drawn)	-14%	0.2%	11%	1%	0%
CCC(=O)NC(c1ccc(C)cc1)c1cc(Cl)c2cccnc2c1O (stereo not drawn)	.	6.8%	-9%	-6%	-4%
O=C1CNC(=S)N1C(CO)c1ccccc1 (stereo not drawn)	8%	1.4%	-29%	-5%	23%
Cc1cc(C)nc(SCC(=O)N/N=C/c2cccn2-c2ccc(O)cc2)n1	4%	2.6%	-10%	4%	13%
C=CCn1c(CCNC(=O)c2cccs2)n[nH]c1=S	-12%	2.2%	-4%	3%	-6%
COc1ccc(C2C(C#N)=C(/N=C/N3CCN(C)CC3)OC3=C2C(=O)CC(C)(C)C3)cc1OC (stereo not drawn)	-2%	1.9%	4%	-1%	2%
CCN1C(=O)[C@@H]2[C@@H](c3ccc(-c4ccccc4)cc3)N3CCCC[C@@]3(C(=O)OC)[C@@H]2C1=O	-1%	2.1%	2%	1%	-5%
COc1ccc(OC)c(NC(=O)CS(=O)(=O)Cc2nc(-c3ccccc3C)oc2C)c1	11%	0.6%	6%	-5%	4%
CCOC(=O)N1CCN(C(=O)c2ccccc2NC(=O)c2ccc(C(C)(C)C)cc2)CC1	-1%	1.4%	22%	1%	2%
S=c1[nH]ncn1/N=C/c1ccc(N2CCOCC2)cc1	2%	0.2%	9%	-2%	4%
CCc1cc(=O)oc2cc(C)cc(OCC(=O)NCC(O)c3ccccc3)c12 (stereo not drawn)	2%	4.2%	-2%	2%	5%
O=[N+]([O-])C1C(c2ccccc2)=NOC1c1ccccc1O (stereo not drawn)	-7%	3.5%	52%	-15%	-11%

The final 3 records of the part before lead into the next:
SMILES	Salmonella PhoP GFP	VEEV TC-83 Vero	tuberculosis growth	H37Rv inhibition	influenza NS1A	others
S=c1[nH]ncn1/N=C/c1ccc(N2CCOCC2)cc1	2%	0.2%	9%	-2%	4%
CCc1cc(=O)oc2cc(C)cc(OCC(=O)NCC(O)c3ccccc3)c12 (stereo not drawn)	2%	4.2%	-2%	2%	5%
O=[N+]([O-])C1C(c2ccccc2)=NOC1c1ccccc1O (stereo not drawn)	-7%	3.5%	52%	-15%	-11%
CCCc1cc(C(=O)Nc2ccc(Cl)cn2)cs1	-6%	3.4%	?	6%	-6%
Cc1ccc(Oc2nc(-c3ccccc3)ncc2S(=O)(=O)c2ccc(C)cc2)cc1	-2%	3.1%	0%	-13%	-35%
CNC(=S)N/N=C/c1ccc(N2CCOCC2)s1	17%	2.7%	-3%	3%	1%
COc1ccc(-n2cc(-c3ccc(Cl)cc3)[nH]c2=S)cc1	-18%	1.0%	0%	-10%	14%
CC(=O)c1c(C)[nH]c(C(=O)CSc2nnc(-c3cccs3)n2Cc2ccccc2)c1C	7%	i	34%	7%	2%
Cc1ccc(NC(=O)CN2C(=O)NC(C)(CC(C)C)C2=O)cc1F (stereo not drawn)	.	0.9%	0%	-4%	-23%
CCCNC(=O)/C=C/c1ccc(S(=O)(=O)Nc2ccccc2OC)cc1	-3%	0.3%	13%	-5%	-10%
CCOC(=O)C1(C)C=C(Nc2ccc(O)cc2)C(=O)N1c1ccc(O)cc1 (stereo not drawn)	-4%	3.1%	64%	5%	4%
COc1ccccc1C(=O)N/N=C/c1ccc(Cl)s1	-10%	9.4%	52%	-1%	0%
COc1ccc(-c2cc(C(=O)Nc3c(C)nn(Cc4ccc(Cl)cc4)c3C)no2)cc1	-7%	i	9%	2%	11%
Cc1cc(C)c(C(=O)CSc2nnc(N)s2)c(C)c1	-10%	i	6%	2%	-4%
Cc1ccccc1N1CCN(c2ncnc3scc(-c4cccs4)c23)CC1	0%	i	5%	?	-1%
COc1ccc(S(=O)(=O)N(CC(=O)NCc2ccco2)c2ccccc2)cc1OC	0%	0.8%	0%	-3%	4%	VEEV TC-83 Vero 10K pilot screen=1.0
N#Cc1ccc(C(=O)Nc2nnc(-c3ccco3)o2)cc1	13%	1.9%	?	?	4%
Cc1onc(-c2c(F)cccc2Cl)c1C(=O)N1CCCc2ccccc21	-5%	0.2%	8%	-6%	-4%
O=C(/C=C/c1cccc(Cl)c1)N1CCC(Cc2ccccc2)CC1	-3%	0.9%	76%	5%	-2%
O=C1NN(c2ccc(Br)cc2)C(=O)/C1=C\c1ccc(O)cc1O	19%	0.7%	68%	88µM*	6%
COc1ccc(NC(=O)c2cnc(NS(=O)(=O)c3ccccc3)nc2)cc1	2%	0.3%	11%	-1%	0%
CCOC(=O)c1nn(-c2ccccc2)c(C#N)c1NC(=O)c1nn(CC)cc1Br	-4%	5.8%	72%	-6%	4%
O=C(O)c1ccc(COc2ccc(Cl)cc2)o1	-5%	1.5%	8%	-1%	8%
Cc1ccc(NC(=O)C(=O)NCc2ccco2)c(C)c1	-10%	0.9%	31%	10%	-15%
CCC12CN3CCN(CC(C3)C1O)C2 (stereo not drawn)	-1%	i	-1%	-1%	18%
C=CCC(O)(CCN1CCCCC1)c1ccccc1 (stereo not drawn)	1%	0.8%	-12%	-7%	0%
Cc1cccc(C)c1NC(=O)C(NC=O)c1ccc(Cl)cc1 (stereo not drawn)	2%	6.3%	-7%	3%	-4%
O=C(NC[C@@H]1CC[C@@H](Cc2ccc(-c3ccccc3)cc2)O1)Nc1ccc(Br)cc1	.	4.4%	.	.	-12%

Structural class, the compounds so far containing fluorine
SMILES	Salmonella PhoP GFP	VEEV TC-83 Vero	tuberculosis growth	H37Rv inhibition	influenza NS1A	others
OCCC1CN(Cc2cccc3nccnc23)CCN1Cc1ccc(F)c(F)c1 (stereo not drawn)	-14%	0.2%	11%	1%	0%
Cc1ccc(NC(=O)CN2C(=O)NC(C)(CC(C)C)C2=O)cc1F (stereo not drawn)	.	0.9%	0%	-4%	-23%
Cc1onc(-c2c(F)cccc2Cl)c1C(=O)N1CCCc2ccccc21	-5%	0.2%	8%	-6%	-4%

The listing continues.
SMILES	Salmonella PhoP GFP	VEEV TC-83 Vero	tuberculosis growth	H37Rv inhibition	influenza NS1A	others
COc1ccc(OC)c(C2C(C(=O)c3ccco3)=C(O)C(=O)N2CCN2CCOCC2)c1 (stereo not drawn)	4%	i	-3%	2%	-5%
Cc1sc(NC(=O)CSc2nnc(N)s2)c(C#N)c1C	-6%	2.2%	12%	7%	7%
Cc1occc1C(=O)Nc1cc(C(F)(F)F)ccc1Cl	12%	1.5%	8%	0%	3%
O=S(=O)(c1ccc(F)cc1)N1CCN(c2ccccc2)CC1	-12%	2.3%	4%	0%	-4%
O=C(COn1nnc2ccc(C(F)(F)F)cc21)Nc1nnc(-c2ccccc2)o1	9%	0.2%	-11%	1%	-15%
CCn1c(=O)c(C(=O)CN(C)Cc2cccc(OC)c2OC)c(N)n(Cc2ccccc2)c1=O	-2%	0.1%	12%	4%	-11%
O=C(NCc1ccccc1F)c1ccc(S(=O)(=O)Nc2cccc(C(F)(F)F)c2)cc1	-9%	0.7%	14%	-18%	-5%
CCn1c2ccc(F)cc2c2nnc(SCCN3CCOCC3)nc21	-3%	0.7%	11%	-6%	-18%
COc1cccc(C2=NOC(C(=O)Nc3cccnc3)C2)c1 (stereo not drawn)	-2%	1.3%	2%	-9%	2%
CCSc1nnc2c3cc(CC)ccc3n(C)c2n1	5%	0.1%	-1%	-1%	4%
CNC(=O)C(Sc1nc(C)nc2c1oc1ccccc12)C(C)=O (stereo not drawn)	13%	i	-1%	1%	4%
O=C(c1cc(-c2cccs2)nc2ccccc12)N1CCN(CCO)CC1	.	8.6%	.	.	-11%
O=C1CN2NC(=S)N(c3ccccc3)C2=CN1c1ccc(Cl)cc1	-4%	1.1%	-28%	-3%	-1%
Cc1ccc(C(=O)Nc2cccc(C(=O)O)c2)cc1S(=O)(=O)N1CCCCC1	-7%	0.6%	14%	1%	0%
O=c1cc(CCc2ccccc2)oc2cccc(O)c12	.	5.2%	.	.	-8%
CCCn1c(SCC(=O)Nc2cc(Cl)ccc2OC)n[nH]c1=O	2%	10%	11%	-1%	-13%
COc1ccc(NC(=O)CSc2ccccn2)c([N+](=O)[O-])c1	4%	0.8%	38%	32%	.
O=C(Cc1c(Cl)cccc1Cl)Nc1cccc(S(=O)(=O)N2CCOCC2)c1	2%	3.0%	6%	6%	6%
CCNc1nc2c(c(=O)[nH]c(=O)n2C)n1CCCc1ccccc1	-1%	0.7%	-15%	-2%	-3%
S=C(c1ccccc1)N1CCCc2ccccc21	-4%	0.1%	2%	6%	10%
S=C(c1ccc(OCc2ccccc2)cc1)N1CCCC1	0%	i	17%	-12%	-5%
Cc1[nH]c2ccc(C(=O)OC(C)C(=O)NC3(C#N)CCCCC3)cc2c1C (stereo not drawn)	0%	6.5%	-8%	1%	-11%
Cc1cc(C(=O)CCl)c(C)n1-c1ccon1	.	?	.	.	-14%
COC(=O)c1cn(-c2ccccc2)nc1-c1ccc(OC)cc1	-3%	3.0%	36%	14%	-3%
Cc1[nH]c(C(=O)N/N=C/c2ccc(N(C)C)cc2)c(C)c1C(=O)N/N=C/c1ccc(N(C)C)cc1	-19%	2.5%	4%	10%	23%
Cc1cccc(-n2c(C)cc(C=C3C(=O)c4ccccc4C3=O)c2C)c1	-19%	0.2%	16%	60%	4%
CC1(c2ccccc2Cl)NC(=O)N(CC(=O)N2CCN(S(=O)(=O)c3ccccc3)CC2)C1=O (stereo not drawn)	2%	1.1%	-5%	5%	-1%
CCN[C@H]1CN(CCCOC)S(=O)(=O)c2sc(S(N)(=O)=O)cc21	-14%	i	-21%	-3%	-13%
CCn1ncc(Br)c1C(=O)Nc1cc(C)on1	.	6.0%	.	.	-7%

Part of the list above in order of SMILES length, low to high.
SMILES	Salmonella PhoP GFP	VEEV TC-83 Vero	tuberculosis growth	H37Rv inhibition	influenza NS1A	others
COc1cccc(C2=NOC(C(=O)Nc3cccnc3)C2)c1 (stereo not drawn)	-2%	1.3%	2%	-9%	2%
CCNc1nc2c(c(=O)[nH]c(=O)n2C)n1CCCc1ccccc1	-1%	0.7%	-15%	-2%	-3%
CC1(c2ccccc2Cl)NC(=O)N(CC(=O)N2CCN(S(=O)(=O)c3ccccc3)CC2)C1=O (stereo not drawn)	2%	1.1%	-5%	5%	-1%

Random draw from the library. Share with any hit: about 1.5%.
